XiGFP reactiv – activators of inactive X chromosome reactivation, primary screen, imaging, XiGFP fibroblasts, GFP high-content imaging, set 2. XiGFP mouse fibroblasts, % GFP-positive cells imaging, 3 d; cells co-treated with 5-aza-dC sensitizer; scaled so ellipticine positive control = 100%. activation, % at 7.58 µM. 360,000 tested, 0.055% active. AID 743238, 2013;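 active = mean normalized replicate activation at least 10% and every replicate at or above 10%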;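 note: 0% = median of on-plate neutral control wells and 100% = ellipticine 6 µM median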
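System: 68-5-11 XiGFP fibroblast line | Buffer or medium: DMEM containing 5-aza-dC | Compound: Single point | Times: Compounds 3 days, fix/stain 15 min at room temperature | Benchmarks: Positive control ellipticine, 6 µM final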
ERAP1 HTS inh – human ERAP1 aminopeptidase inhibitors, primary screen, biochemical, single point, plate reader; Endoplasmic reticulum aminopeptidase 1 (Homo sapiens), Q9NZ08; recombinant ERAP1, Leu-AMC fluorescence, 60 min; inhibition, % at 10.7 µM; AID 652197, 2013; 340,000 tested, 0.15% active;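 active = mean replicate inhibition of at least 30%, or all replicates individually reaching that 30% level; inactive = mean below 30% and not every replicate reaching it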;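 note: 0% = neutral control wells and 100% = L-leucinethiol positive control wells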
INS-1E GSIS act – GLuc luminescence reporter in INS-1E cells, primary screen for activators of glucose-dependent secretion of insulin. activation, % at 16.6 µM. 370,000 tested, 0.61% active. INS-1E GLuc reporter insulin secretion, 2-3 h. AID 743287, 2014;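 active = lowest replicate activation of at least 40%, so every replicate reaches that level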;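 note: 0% = median of neutral control wells and 100% = median of IBMX positive control wells; some compounds called inactive have numbers as strong as hits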
ARNT-TACC3 inh – disruptors of ARNT/TACC3 protein interaction, primary screen, biochemical, AlphaScreen, single concentration | AlphaScreen His-ARNT PAS-B/GST-TACC3 binding, luminescence; TACC3 fragment carries E629A point mutation | inhibition, % at 9.99 µM | 390,000 tested, 0.66% active;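 active = mean inhibition of replicates at least 50% and at least half of replicates each reaching 50%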;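 note: 0% = complete ARNT plus TACC3 wells and 100% = ARNT alone without TACC3; many hits fall short of the cut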
RAD54 inh – inhibitors of human RAD54 branch migration, primary screen, biochemical, fluorescence, single point; RAD54 Holliday junction branch migration, FAM/BHQ fluorescence; 360,000 tested, 0.14% active; DNA repair and recombination protein RAD54-like (Homo sapiens), Q92698; inhibition, % at 10.4 µM; AID 602329, 2012;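 active = mean normalized replicate activity at least 40 and at least half of replicates scoring 40 or more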;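 note: 0% = median of neutral control wells and 100% = median of positive control wells; inhibitors cause a drop in the FAM fluorescence signal; in these data hits start at about 50%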
RAD52 anneal inh – RAD52 DNA annealing inhibitors, primary screen, biochemical, FRET, single point, set 2; inhibition, % at 18.7 µM; 360,000 tested, 0.46% active; DNA repair protein RAD52 homolog (Homo sapiens), P43351; recombinant RAD52 DNA annealing, FRET fluorescence;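 active = every replicate showing at least 50% inhibition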
Target sequence (P43351 whole entry, looked up): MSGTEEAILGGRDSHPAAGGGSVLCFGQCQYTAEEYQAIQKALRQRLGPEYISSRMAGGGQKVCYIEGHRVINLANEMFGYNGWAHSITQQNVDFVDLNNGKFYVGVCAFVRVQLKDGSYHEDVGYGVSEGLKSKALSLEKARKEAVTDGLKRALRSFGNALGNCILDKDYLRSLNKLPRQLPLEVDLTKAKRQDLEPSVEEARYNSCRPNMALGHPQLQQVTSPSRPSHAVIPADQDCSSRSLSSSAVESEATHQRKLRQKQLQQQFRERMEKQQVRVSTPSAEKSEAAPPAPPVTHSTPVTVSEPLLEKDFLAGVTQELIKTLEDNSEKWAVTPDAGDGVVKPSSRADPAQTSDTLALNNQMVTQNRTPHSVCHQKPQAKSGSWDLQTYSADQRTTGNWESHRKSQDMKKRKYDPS
F508del corr – F508del CFTR correction, initial screen, CFBE line, single point; CFBE cells, YFP halide quenching; stimulated with forskolin plus potentiator P3; % fluorescence drop versus neutral controls; activity (quench increase), % at 7.58 µM; 350,000 tested, 0.36% active;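 active = mean added fluorescence quench of at least 8% versus neutral control, with both replicates also reaching 8%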;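 note: cells transiently co-express mutant CFTR-F508del with the halide-sensitive YFP; corrector assay measuring rescue of mutant channel to the surface after 24 h compound exposure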
esBAF inh – Bmi1 luciferase reporter increase in mESCs, primary screen, esBAF inhibitor project, mouse ES cells, Bmi1 luciferase knock-in, single point; 24 h; 100% = twice the neutral-well signal; reporter increase, % at 12.5 µM; 350,000 tested, 2% active; AID 602393, 2012; in the data active = activation above about 40%;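 note: 0% = median of the plate's neutral control wells and 100% = double that signal; a rise in the Bmi1 reporter signal indicates esBAF inhibition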
Starred values were filed as active, the others as inactive; · = not tested or not shown.

Start of the data: the first 2 entries as a preview:
SMILES	XiGFP reactiv	ERAP1 HTS inh	INS-1E GSIS act	ARNT-TACC3 inh	RAD54 inh	RAD52 anneal inh	F508del corr	esBAF inh
C[C@H](CO)N1C[C@H](C)[C@@H](CN(C)Cc2ccc(-c3ccccc3)cc2)Oc2ccc(NS(=O)(=O)c3ccc(Cl)cc3)cc2C1=O	0.7	0.5	2.6	1.6	2.6	10.3	2.9	1.3
CCCOC(=O)Cc1c(O)c2ccccc2[nH]c1=O	·	·	35.4	-8.0	3.5	·	·	0.4

Main list, from the start:
SMILES	XiGFP reactiv	ERAP1 HTS inh	INS-1E GSIS act	ARNT-TACC3 inh	RAD54 inh	RAD52 anneal inh	F508del corr	esBAF inh
C[C@H](CO)N1C[C@H](C)[C@@H](CN(C)Cc2ccc(-c3ccccc3)cc2)Oc2ccc(NS(=O)(=O)c3ccc(Cl)cc3)cc2C1=O	0.7	0.5	2.6	1.6	2.6	10.3	2.9	1.3
CCCOC(=O)Cc1c(O)c2ccccc2[nH]c1=O	·	·	35.4	-8.0	3.5	·	·	0.4
C[C@@H](NC(=O)C[C@H]1CC[C@@H](NC(=O)c2cccnc2)[C@H](CO)O1)c1ccccc1	0.2	0.5	-0.3	19.7	4.4	-11.9	-0.1	-3.7
O=C(OCC(=O)N1CCCc2ccccc21)c1cccnc1Cl	0.6	-3.4	-2.4	·	·	4.0	0.3	·
Cc1cc(C(=O)NNC(=O)CCCCC(=O)NNC(=O)c2cc(C)[nH]n2)n[nH]1	0.2	1.2	7.5	2.4	·	-23.7	·	·
Cc1ccc(S(=O)(=O)N(C)C[C@@H]2Oc3ccc(NS(=O)(=O)c4c(C)noc4C)cc3CC(=O)N([C@@H](C)CO)C[C@H]2C)cc1	0.0	-8.9	4.6	-25.1	-10.9	-2.5	-1.7	-10.1
NC(=O)CC(NC(=O)Cc1cccc2ccccc12)c1ccc(NC2CC3CCC2C3)c([N+](=O)[O-])c1 (centres undefined)	0.0	-3.0	1.3	-3.2	6.2	-1.1	3.3	2.0
O=C(C[C@H]1CC[C@@H]2[C@H](COC[C@H](O)CN2CC2CC2)O1)NCc1ccc(Cl)cc1	0.1	0.7	-0.7	5.2	-10.4	-6.4	2.7	-3.3
CC(C)(COC(=O)Nc1ccccc1)COC(=O)Nc1ccccc1	0.1	0.9	-20.6	-1.9	-8.0	-7.8	-0.5	8.6
COc1ccc(C(=O)OCC(=O)NCc2ccc3c(c2)OCO3)cc1S(=O)(=O)N1CCOCC1	0.1	2.0	·	6.5	-6.9	-20.7	2.2	-5.3
O=CNCc1nc2ccccc2n1CCc1ccccc1	0.0	-3.7	-3.2	-1.3	-2.3	-3.4	3.7	-1.2
CC(C)NC(=O)Nc1ccc2c(c1)C(=O)N([C@H](C)CO)C[C@H](C)[C@H](CN(C)S(=O)(=O)c1cccs1)O2	0.1	·	0.9	·	·	·	-3.4	-3.0
CC(=O)Nc1cncc(-c2ccccc2F)n1	0.3	0.4	·	·	-8.0	-12.6	0.4	-1.6
Cc1c(NC(=O)CN2C(=O)NC(C)(c3ccc4c(c3)OCCO4)C2=O)c(=O)n(-c2ccccc2)n1C (centres undefined)	0.3	·	34.2	-1.6	-4.8	·	·	·
CC(=O)N1c2c(cc(Br)cc2S(=O)(=O)NCc2ccccc2)CC1C (centres undefined)	0.0	6.7	5.2	1.5	·	-14.4	-1.4	-6.7

Quoted from the listing:
XiGFP reactiv result of O=C(OCC(=O)N1CCCc2ccccc21)c1cccnc1Cl reads 0.6
F508del corr result of O=CNCc1nc2ccccc2n1CCc1ccccc1 reads 3.7

(listing goes on)
SMILES	XiGFP reactiv	ERAP1 HTS inh	INS-1E GSIS act	ARNT-TACC3 inh	RAD54 inh	RAD52 anneal inh	F508del corr	esBAF inh
C[C@@H]1CN([C@H](C)CO)S(=O)(=O)c2ccc(C#Cc3ccc(F)cc3)cc2O[C@@H]1CN(C)C	-0.7	-0.3	-16.8	7.3	1.6	37.2	·	-4.1
COc1cc(C(O)c2nc(-c3cccc(NC(C)=O)c3)cs2)ccc1F (centres undefined)	-0.1	-2.7	-12.8	·	-2.8	-12.7	2.1	4.7
COCCCNC(=O)/C=C/c1c(Cl)cccc1Cl	-0.1	·	1.5	-7.0	-1.6	·	·	·
Cc1nn(-c2ccccc2)c(N)c1-c1ccccc1	-0.2	-2.0	5.0	3.8	-3.3	-10.2	0.2	66.9*
Cc1cccc(Cn2c(O)c(N=NC(=S)Nc3ccccc3F)c3ccccc32)c1	0.0	-0.2	-1.5	-7.6	·	-17.4	-0.4	·
CN1C(=O)c2cc(NC(=O)C3CCOCC3)ccc2OC[C@H]2O[C@H](CC(=O)NCc3ccc4c(c3)OCO4)CC[C@@H]21	0.2	3.5	-4.0	-3.2	0.4	24.2	·	-4.2
Cc1ccc(C(=O)NN2C(=O)C3C4C=CC(C4)[C@@H]3C2=O)cc1 (some centres undefined)	0.1	-1.8	13.4	-4.7	·	-3.3	-1.1	·
O=C(NCC[C@@H]1CC[C@@H](NC(=O)c2ccncc2)[C@@H](CO)O1)Nc1ccc(Cl)cc1	0.6	4.0	-8.6	1.7	-3.4	0.2	-2.3	6.8
CCC(C)[C@H](NC(=O)NCc1ccccc1Cl)C(=O)O (some centres undefined)	·	·	4.0	-7.4	7.3	·	·	-1.9
O=C(O)COc1ccc(/C=C/c2nc3ccc([N+](=O)[O-])cc3s2)cc1	0.1	-0.6	-9.1	0.5	-6.5	-28.4	1.4	19.6
O=C(CCC(=O)OCCCC(F)(F)C(F)(F)F)Nc1ccccc1	·	-0.6	-20.6	1.1	-6.0	-7.6	-1.1	-2.9
Cc1c(C(=O)OCC(=O)Nc2c(C)n(C)n(-c3ccccc3)c2=O)cccc1[N+](=O)[O-]	0.0	-0.6	-2.7	-0.2	·	1.9	0.4	·
Cc1ccc(S(=O)(=O)N2CCN(C(=O)COC(=O)c3cccc(Cl)c3)CC2)c(C)c1	0.1	-0.6	-50.9	-2.5	-15.0	-17.9	1.8	-0.5
CCOc1ccccc1NC(=O)Cc1c(F)cccc1Cl	0.0	2.3	·	-4.7	-10.9	-9.4	1.9	·
COCC(=O)N1CCCC(C(=O)c2ccc(C(F)(F)F)cc2)C1 (centres undefined)	0.3	-0.6	-0.4	4.4	4.0	2.1	-3.3	0.0
COc1ccc(C(=O)Nc2cccc(NC(C)=O)c2)cc1OC	0.1	0.9	14.7	-9.7	·	1.4	·	·
COc1ccc(C(CNC(=O)c2cccc(S(=O)(=O)Nc3ccc(C)cc3)c2)N2CCCCC2)cc1 (centres undefined)	0.5	-3.1	-23.9	4.7	·	-51.1	1.4	-7.2
Cc1ccc(S(=O)(=O)Nc2ccc3c(c2)C(=O)N([C@H](C)CO)C[C@H](C)[C@H](CN(C)C(=O)Nc2ccc(F)cc2)O3)cc1	0.0	2.8	-9.0	-4.3	3.6	19.2	-1.0	-1.7
COc1cccc(N/C(SCc2ccccc2Cl)=C(/C#N)C(=O)NCc2cccs2)c1	0.3	-0.7	3.4	-4.4	·	-24.8	3.5	·
Oc1ccc(Cl)cc1Cc1cc(Cl)ccc1O	0.1	1.7	·	3.7	-0.4	-7.8	-2.9	-4.4
CC(O)CSc1nc2c(c(=O)n(C)c(=O)n2C)n1CCCc1ccccc1 (centres undefined)	0.1	21.8	·	·	8.8	-0.2	-2.7	-7.8
O=C(NCCCN1CCC(Cc2ccccc2)CC1)C1CCC(=O)N1C1CCCC1 (centres undefined)	0.0	-1.3	-7.6	2.7	-5.5	-24.8	1.8	0.9
COc1ccc(N2CCN(C(=O)COC(=O)CNC(=O)c3cccc(OC(F)F)c3)CC2)cc1	0.0	-3.8	-8.1	-11.6	3.6	3.2	2.8	-1.3
COC(=O)Nc1ccc(SCC(=O)c2ccccc2)cc1	0.4	0.9	-0.3	4.3	·	-12.5	2.7	·
C[C@@H]1CN([C@@H](C)CO)C(=O)c2cc(NS(=O)(=O)c3cn(C)cn3)ccc2O[C@@H]1CN(C)C(=O)Nc1ccc(C(F)(F)F)cc1	-0.4	-1.3	3.8	-2.9	-5.7	7.3	-1.1	-4.3
O=C(O)[C@@]1(CCS(=O)(=O)c2ccccc2)COC(c2ccc(OCCCO)cc2)=N1	·	0.0	·	-0.5	-6.2	-12.9	-0.7	·
COc1ccc(CCNC(=O)CCCn2c(=O)c3cccn3c3cccnc32)c(OC)c1	0.0	0.2	1.9	-1.0	4.2	-13.0	1.4	-1.3
O=C(NCc1cccs1)C(Cc1ccccc1)n1cccc1 (centres undefined)	0.0	4.2	·	3.0	7.4	-14.1	-1.7	-3.7
Cc1ccc(NC(=O)c2cc(-c3ccccc3O)n[nH]2)cc1C	0.0	0.6	1.0	-3.5	-1.5	-9.4	1.8	41.5
COc1cccc(C(=O)NCCNc2nc3cc(C)cc(C)c3cc2C#N)c1	0.2	-1.3	-11.6	·	·	-7.9	2.1	·
CCOc1cc(CNCCO)cc(Br)c1OCc1ccccc1	0.0	2.4	-6.8	5.5	6.2	16.6	2.5	1.4
CCOC(=O)C1CCN(CCC(=O)Nc2cccc(Cl)c2C)CC1	·	-1.1	6.2	-3.5	-5.9	-16.8	·	-3.7
CCCNC(=O)N1[C@H](CNC(=O)c2cccc(F)c2)[C@H](c2ccccc2)[C@@H]1CO	0.2	·	-6.6	-1.3	-2.4	·	-1.9	3.5
Cc1cc(OCC(=O)N2CCCCCC2)ccc1[N+](=O)[O-]	0.1	4.3	·	-3.9	-0.2	-5.6	0.0	·
COc1ccc(C(CNC(=O)c2cccc(NS(=O)(=O)c3ccccc3)c2)N(C)C)cc1 (centres undefined)	0.3	4.3	1.6	-1.8	1.8	-15.9	2.1	15.6
COc1ccc(C)cc1NS(=O)(=O)c1ccc2c(c1)NC(=O)C(C)S2 (centres undefined)	0.2	-2.5	-29.8	-0.7	·	-11.8	1.7	·
CC(=O)NC(c1ccc(F)c(F)c1)c1nc(-c2cccc(C(F)(F)F)c2)cs1 (centres undefined)	0.1	-0.7	-0.7	·	4.3	-4.0	1.9	8.2
CC(C)NC(=O)N[C@@H]1CC[C@@H](CCNC(=O)C2CCC2)O[C@H]1CO	-0.4	-3.3	8.4	-5.8	-2.0	-10.1	-2.5	-2.9
N#Cc1ccc(C(=O)NC(=S)NC2CCCCC2)cc1	-0.5	4.5	-2.5	11.7	-2.2	-10.8	-0.9	14.0
C[C@H]1C=C(C(=O)N2CCN(Cc3ccc4c(c3)OCO4)CC2)O[C@@H](OCCCCO)C1	·	1.2	·	0.7	5.6	6.7	1.7	·
N#Cc1ccccc1S(=O)(=O)N1CCN(C(=O)c2cc(-c3ccccc3)nn2-c2ccccc2)CC1	0.3	5.1	-7.1	-8.2	-19.2	4.0	-0.7	2.7
CCCNC(=O)N1C[C@H](O)COC[C@@H]2O[C@H](CC(=O)N3CCC(Cc4ccccc4)CC3)CC[C@H]21	-0.1	1.6	-13.4	0.9	2.2	-3.7	-2.2	4.0
CN(C)/C(=N\S(=O)(=O)c1ccccc1)c1ccc([N+](=O)[O-])cc1	0.0	1.3	10.8	5.4	3.0	-2.5	-0.1	·
Cc1c(C(=O)NCCCN2CCOCC2)sc2nc(-c3ccc(F)cc3)cn12	·	2.5	1.2	3.3	12.9	22.9	·	16.4
O=C(NN=C1CCCCCC1)c1ccc(Br)o1	0.1	·	-6.4	0.8	-2.5	·	·	·

Screening data as filed in PubChem.
